NadD block: blocks S. aureus nicotinate mononucleotide adenylyltransferase | purified NadD enzyme, colorimetric absorbance read-out | inhibition, % at 20 µM | hit rate 0.78% among 360,000 | AID 602399; in the data active = inhibition above about 26%; note: some compounds past the cut are filed as inactive
SKN-1 inh: blocks SKN-1 activity in C. elegans | C. elegans VP596 Pgst-4::GFP/RFP ratio, acrylamide-induced, 24 h | inhibition, % at 21.8 µM | hit rate 0.49% among 360,000 | AID 624304;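 active = interference check ratio from 0.5 to 1.5 plus GFP to RFP signal ratio inhibition reaching or exceeding a fixed threshold, cut at about 30% in these data, passing the limit was not always enough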; note: some compounds called inactive have numbers as strong as hits
LMPTP inh: LMPTP (human) inhibition; P24666; recombinant LMPTP-A, OMFP fluorogenic substrate, fluorescence intensity; inhibition, % at 20 µM; hit rate 0.22% among 360,000; AID 651560;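 active = compounds that cut the enzyme signal by at least half of the control window in the single-dose screen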;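 note: plate controls were DMSO wells with enzyme plus substrate for no effect and substrate without enzyme for full effect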
Target sequence (P24666 whole entry, looked up): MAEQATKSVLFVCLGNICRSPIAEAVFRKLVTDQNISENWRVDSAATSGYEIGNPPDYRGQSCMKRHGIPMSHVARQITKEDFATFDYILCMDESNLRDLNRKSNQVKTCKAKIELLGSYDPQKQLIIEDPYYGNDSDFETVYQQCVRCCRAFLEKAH
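Test system: LMPTP-A phosphatase enzyme. Amount: LMPTP-A at 0.625 nM final in the reaction. Reagent: OMFP substrate, 400 µM final. Times: 50 min at room temperature. Signal: endpoint fluorescence intensity from OMFP dephosphorylation. Read-out basis: % inhibition. Benchmarks: no-enzyme and uninhibited controls.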
Rpn11 block: blocks the human proteasome subunit Rpn11 | O00487 | human 26S proteasome, Ub4-pepOG fluorescence polarization; 20S core pre-blocked with epoxomicin | calls only at 20 µM | hit rate 0.59% among 360,000;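 active = inhibition at 20 µM, scaled to each plate's controls, above about 33%, limit read from the data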
Target sequence (O00487 whole entry, looked up): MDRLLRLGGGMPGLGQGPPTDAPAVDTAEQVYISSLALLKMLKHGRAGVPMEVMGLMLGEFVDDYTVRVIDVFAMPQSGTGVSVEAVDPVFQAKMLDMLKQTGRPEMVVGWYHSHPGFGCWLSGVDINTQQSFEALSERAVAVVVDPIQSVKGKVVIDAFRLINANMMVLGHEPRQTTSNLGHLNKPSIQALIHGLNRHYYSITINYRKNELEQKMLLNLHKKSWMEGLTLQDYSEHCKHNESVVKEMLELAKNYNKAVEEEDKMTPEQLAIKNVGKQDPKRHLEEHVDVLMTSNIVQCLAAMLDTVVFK
Scp-1 inhibitor: blocks human Scp-1 phosphatase activity. Q9GZU7. Recombinant Scp1, phosphopeptide, malachite green phosphate absorbance. inhibition, % at 20 µM. hit rate 0.88% among 340,000. AID 493091;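 active = inhibition above about 50% at 20 µM, limit read from the data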;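 note: plate controls were DMSO wells with enzyme for no effect and wells lacking enzyme for full effect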
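Test system: SCP-1 phosphatase catalytic domain, residues 76-261 | Compound dosing: One concentration, 20 µM, with 1.0% DMSO | Schedule: 45 min room-temperature reaction, 5 min colour, 30 min stabiliser | Detection: Absorbance at 630 nm | Read-out basis: % inhibition of SCP-1 phosphate liberation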
MT1-MMP act inh: MT1-MMP (human) activation inhibition; HT1080 RFP-PRO-GFP cells, GFP/RFP ratio fluorescence, overnight; percent of plate control window, DMSO zero; GFP/RFP ratio change, % at 20 µM; hit rate 0.061% among 360,000;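 active = GFP/RFP ratio change of at least 30% with cell ATP level not reduced by more than half and red fluorescence within 50% of control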; note: strong numbers were not always called active
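Assay system: HT1080 cells carrying an RFP-PRO-GFP reporter | Dosing: Single dose of 20 µM compound, 1% DMSO final | Incubation: Cells overnight before dosing, compound overnight, 37 °C, 5% CO2 | Evaluation: GFP/RFP fluorescence ratio | Control set: DMSO and RFP-L50D-GFP cell wells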
STEP inh: STEP (human) phosphatase inhibition. hit rate 0.25% among 360,000. recombinant STEP, OMFP fluorogenic substrate, fluorescence. inhibition, % at 20 µM. P54829;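 active = inhibition at 20 µM, scaled per plate between control wells, above about 37%, limit read from the data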;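 note: 0% = DMSO with enzyme and substrate and 100% = substrate only without enzyme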
Target sequence (P54829 whole entry, looked up): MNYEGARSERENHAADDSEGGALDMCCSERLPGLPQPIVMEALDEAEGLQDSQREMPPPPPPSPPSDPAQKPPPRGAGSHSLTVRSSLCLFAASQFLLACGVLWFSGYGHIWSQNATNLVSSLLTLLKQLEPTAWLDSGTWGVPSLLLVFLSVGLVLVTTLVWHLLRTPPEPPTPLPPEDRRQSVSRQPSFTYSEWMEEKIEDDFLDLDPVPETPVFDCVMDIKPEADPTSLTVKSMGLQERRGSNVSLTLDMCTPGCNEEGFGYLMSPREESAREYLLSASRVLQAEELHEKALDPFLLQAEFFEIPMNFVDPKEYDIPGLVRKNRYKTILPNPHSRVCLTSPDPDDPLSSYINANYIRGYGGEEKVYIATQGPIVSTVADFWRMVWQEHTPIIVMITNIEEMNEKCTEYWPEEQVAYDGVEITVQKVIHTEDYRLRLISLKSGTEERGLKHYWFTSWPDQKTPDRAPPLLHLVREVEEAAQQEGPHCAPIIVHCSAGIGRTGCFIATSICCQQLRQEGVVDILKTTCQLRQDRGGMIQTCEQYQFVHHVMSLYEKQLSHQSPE
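Assay system: isolated STEP enzyme. Buffer or medium: pH 6.0 Bis-Tris with DTT and Tween 20. Also added: fluorogenic phosphatase substrate OMFP at 25 µM final. Dosing: 20 µM, 1% DMSO. Timing: 20 min reaction, room temperature, in the dark. Measured by: fluorescence intensity, excitation 480 nm, emission 540 nm. Evaluation: normalized % inhibition.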
SUMO1 PPI mod: modulators of human SUMO1-mediated protein-protein interactions; P63165; SUMO1 binding to a labelled peptide, TR-FRET, 1 h; inhibition, % at 20 µM; hit rate 0.33% among 360,000; in the data active = inhibition above about 37%
NRP1-CendR mod: alters CendR peptide binding to human NRP-1 | hit rate 0.85% among 360,000 | FAM-RPARPAR peptide binding to NRP-1, fluorescence polarization | inhibition, % at 25 µM | O14786 | AID 602438;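 active = inhibition or corrected inhibition above about 18%, plus a signal ratio from 0.5 to 1.5, limit read from the data, passing the limit was not always enough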; note: strong numbers were not always called active
DNMT1 inh: inhibitors of human DNMT1; hit rate 0.83% among 360,000; inhibition (reported as % activation of signal), % at 10 µM; P26358; DNMT1 molecular beacon, Hinp1I cleavage, fluorescence; in the data active = inhibition above about 50%
Active calls of the source: *; i = inactive; x = no result given.

SMILES	NadD block	SKN-1 inh	LMPTP inh	Rpn11 block	Scp-1 inhibitor	MT1-MMP act inh	STEP inh	SUMO1 PPI mod	NRP1-CendR mod	DNMT1 inh
Cc1ccc(C(=O)NCC(=O)OCCCn2c(=O)[nH]c3ccccc32)cc1	-2	2	-0.4	i	-11	-2	2	-1	-3	-1
C=CC(C)(C)O[C@@H]1O[C@H](CO)[C@@H](O)[C@H](O)[C@H]1O	0	-2	-0.8	i	-9	1	-4	1	-2	4
COc1cc(CNCCN2CCOCC2)ccc1OCC(=O)NC(C)(C)C	-3	-1	-1.5	i	-9	2	-1	3	-4	-4
Cc1ccc(C2SCCN2C(=O)c2ccc([N+](=O)[O-])cc2)cc1 (stereo not given)	-6	7	-2.4	i	-11	-3	-4	-17	6	15
COCCn1c(=NC(=O)c2ccc3c(c2)OCCO3)sc2cc(S(N)(=O)=O)ccc21	5	9	4.6	i	-9	-1	2	9	1	0
Cc1cccc(S(=O)(=O)C(C#N)c2nc3ccccc3nc2N2CCCC2)c1 (stereo not given)	12	9	2.3	i	-7	-22	1	29	-46	-14
COc1ccccc1N1CCN(C2CCCN(S(=O)(=O)c3ccccc3)C2)CC1 (stereo not given)	-5	-12	0.8	i	2	5	-2	1	3	9
CCOC(=O)C1=NNC2(c3ccc(Cl)cc3)C(=O)N(c3ccc(C)cc3)C(=O)C12 (stereo not given)	-4	4	0.6	i	-4	1	6	-2	7	12
CC(=O)c1cccc(NC(=S)NCCC2=CCCCC2)c1	1	4	-1.4	i	-15	-10	2	-2	0	-2
Cc1ccc(S(=O)(=O)c2c(C)cc(C)[nH]c2=O)c(C)c1	-1	-8	1.5	i	-1	3	2	6	13	1
C=CC[C@@H](CC(=O)N[C@H](CO)Cc1ccccc1)C(=O)N[C@@H](C)COC(=O)[C@@H](CC=C)Cc1ccc(F)cc1	-6	-13	1.0	i	-2	9	-3	1	3	-7
O=C(NC1CCCCCC1)C1c2ccccc2C(=O)N1Cc1cccnc1 (stereo not given)	-2	-11	-1.2	i	-3	6	1	-4	-5	-2
CCOc1ccc(-n2cnc3c(=O)[nH]c(N)nc32)cc1	-2	0	-1.0	i	-2	2	-1	8	-8	1
COc1ccc(CNC(=O)c2cccnc2Sc2ccc(C)c(C)c2)cc1	2	2	-1.8	i	0	0	0	3	0	7
COc1ccc(C(=O)Nc2ccccc2C(=O)NC(C(=O)NCc2ccco2)C(C)C)cc1 (stereo not given)	-7	-25	1.1	i	-7	-3	-1	2	-25	40
Cc1ccccc1NC(=O)c1sc(Cl)nc1-c1ccccc1	-10	9	0.1	i	-6	7	0	0	16	-1
C=CCNc1nc2c3ccccc3n(C(C)=O)c2s1	4	0	1.4	i	-4	-8	1	-2	3	-6
Cc1ccc(S(=O)(=O)Nc2ccccc2)cc1[N+](=O)[O-]	3	15	0.3	i	-10	2	-3	-16	1	1
C/C(=N\NC(=O)c1cc2ccccc2cc1O)c1cc2ccccc2o1	49*	-8	9.1	i	90*	3	11	2	-15	-15
C=C(C)C(=O)Nc1cccc(C2=NOC3(C2)C[C@H](C(N)=O)N(C(=O)c2ccccc2)C3)c1 (stereo not given in full)	-11	-1	1.4	i	88*	1	0	36	-14	91*
O=C1N(c2ccccc2)C2CS(=O)(=O)CC2N1c1ccc(Br)cc1 (stereo not given)	-5	8	0.5	i	-6	5	1	0	17	-1
CCOC(=O)C(NC(=O)c1ccccc1Cl)(Nc1ccc(C(F)(F)F)cc1)C(F)(F)F (stereo not given)	-4	4	-1.5	i	-13	2	2	-1	8	4
CN(CC(=O)NCCCc1ccccc1)S(=O)(=O)c1ccc(Br)cc1	-6	-3	0.4	i	-7	1	2	-1	5	0
Cc1nn(CC(=O)NC(=O)c2ccccc2)c(C)c1[N+](=O)[O-]	-4	-9	-0.7	i	6	9	1	2	-4	-8
CC(=O)c1cc2c(cc1NC(=O)CSc1nc3ccccc3o1)OCO2	-11	-6	0.0	i	0	-1	4	14	-7	1
Cc1onc(-c2c(F)cccc2Cl)c1C(=O)OCC(=O)NC(c1ccccc1)c1ccccc1	-1	14	3.7	i	-15	0	4	4	-9	3
COC(=O)c1ccc(SCC(=O)NC2CCCCC2)c([N+](=O)[O-])c1	2	-1	-1.4	i	-4	5	2	-14	4	1
CC(C)c1ccc(C2NC(=O)CCC2[N+](=O)[O-])cc1 (stereo not given)	9	6	-0.6	i	-4	1	-3	4	8	5
C=CCN1C(=O)C(O)(CC(=O)c2ccc(OC)cc2OC)c2cc(Br)ccc21 (stereo not given)	-1	13	1.0	i	-12	0	1	-5	-2	-2
Cn1c(NC(=O)COc2ccccc2)cc(=O)n(C)c1=O	4	-1	-0.4	i	9	2	2	3	-1	-1

Some of these compounds in order of their number in MT1-MMP act inh, rising:
SMILES | MT1-MMP act inh
CC(=O)c1cc2c(cc1NC(=O)CSc1nc3ccccc3o1)OCO2 | -1
C=CCN1C(=O)C(O)(CC(=O)c2ccc(OC)cc2OC)c2cc(Br)ccc21 (stereo not given) | 0
CC(C)c1ccc(C2NC(=O)CCC2[N+](=O)[O-])cc1 (stereo not given) | 1
O=C1N(c2ccccc2)C2CS(=O)(=O)CC2N1c1ccc(Br)cc1 (stereo not given) | 5
Cc1nn(CC(=O)NC(=O)c2ccccc2)c(C)c1[N+](=O)[O-] | 9

Record cards, as listed above.
`Cn1c(NC(=O)COc2ccccc2)cc(=O)n(C)c1=O` is listed with NadD block: 4; SKN-1 inh: -1; LMPTP inh: -0.4; Rpn11 block: i; Scp-1 inhibitor: 9; MT1-MMP act inh: 2; STEP inh: 2; SUMO1 PPI mod: 3; NRP1-CendR mod: -1; DNMT1 inh: -1
`CC(C)c1ccc(C2NC(=O)CCC2[N+](=O)[O-])cc1` (stereo not given) is listed with NadD block: 9; SKN-1 inh: 6; LMPTP inh: -0.6; Rpn11 block: i; Scp-1 inhibitor: -4; MT1-MMP act inh: 1; STEP inh: -3; SUMO1 PPI mod: 4; NRP1-CendR mod: 8; DNMT1 inh: 5

Next part:
SMILES	NadD block	SKN-1 inh	LMPTP inh	Rpn11 block	Scp-1 inhibitor	MT1-MMP act inh	STEP inh	SUMO1 PPI mod	NRP1-CendR mod	DNMT1 inh
CC(=O)OCC(=O)[C@@]1(O)[C@H](C)C[C@H]2[C@@H]3CCC4=CC(=O)C=C[C@]4(C)[C@@]3(F)[C@@H](O)C[C@@]21C	-1	-29	-1.7	i	-16	-2	-2	3	-7	4
CCCC1(c2ccccc2)NC(=O)N(CC(=O)NCc2ccc(C)cc2)C1=O (stereo not given)	-2	10	-1.7	i	-9	-2	-2	-1	-4	-3
Cc1ccc(S(=O)(=O)n2c(=O)oc3ccccc32)cc1	-4	-7	-0.6	i	-16	4	0	4	2	3
CC(C)N(Cc1ccccc1)C(=S)NCc1ccccc1	0	24	1.1	i	-12	0	0	4	-7	-1
COc1ccc(-n2cnnc2SCC(=O)Nc2ccccc2F)cc1	-4	-1	0.4	i	-4	-3	-3	6	10	-1
CNc1cccc(-c2ccccc2CO)n1	6	-13	-0.7	i	x	2	-3	-5	1	-4
CCOC(=O)N1CCN(C(=O)c2cc3c(=O)[nH]c4ccccc4c3s2)CC1	-1	22	3.0	i	16	-3	3	-10	15	4
O=C(CC1C(=O)NCCN1Cc1ccc(F)cc1Cl)NCc1ccon1 (stereo not given)	1	11	-1.2	i	-5	-1	2	3	13	-3
COc1ccc2c(c1)CCC1(C)CC(=O)C=C21 (stereo not given)	-1	10	-2.6	i	x	-4	-1	-5	-8	2
CN1CCN(/C=N/c2c(C#N)cnn2C)CC1	3	-16	0.2	i	-5	1	-2	-1	7	-4
CN(C)c1cccc2c1c(NC(=O)Nc1ccc(Cl)cc1Cl)nn2C	-6	9	1.9	i	-8	0	3	-4	0	0
C=C1C(=O)O[C@H]2[C@H]1[C@H](OC(=O)/C(C)=C\C)C[C@]1(CO1)[C@@H]1[C@H](OC(C)=O)C=C(C)[C@]21O	2	-3	-0.6	i	5	-3	0	2	2	9
COc1cccc(-c2c(-c3cc(OC)cc(OC)c3)n(C)c3ccc(-c4cnc(N5CCOCC5)nc4)cc23)c1	18	13	-0.2	i	-5	-3	2	-5	6	11
Cc1cccc(N2CCN(C(c3ccncc3)c3nnnn3C(C)(C)C)CC2)c1C (stereo not given)	-3	-8	-2.3	i	-7	-2	4	3	3	-1
CCOC(=O)N1CCC(N2C(=O)c3ccccc3C2Nc2ccccc2)CC1 (stereo not given)	2	22	0.3	i	2	-1	4	3	10	3
CN(Cc1cccnc1)C(=O)Cc1ccc(NS(=O)(=O)c2cccc(C(F)(F)F)c2)cc1	2	-2	-0.8	i	-4	-3	2	4	0	1
CCCS(=O)(=O)NC(=O)C1(C)CCN(C(=O)c2c(-c3ccccc3)noc2C)C1 (stereo not given)	3	-1	-2.4	i	x	-2	-2	2	-9	-2
CCC(=O)Nc1nonc1-c1nc2ccccc2n1Cc1ccccc1	3	-30	1.3	i	-9	7	3	-1	-9	0
CCCn1nc(C(=O)OCC(=O)Nc2ccc(C(N)=O)cc2)c2ccccc2c1=O	-1	9	-1.6	i	-3	3	0	-7	-8	3
COc1ccccc1-c1cn(S(=O)(=O)c2ccc(C)cc2)nc1N	-1	-7	2.7	i	-6	4	-1	-1	2	-5
O=C(CSc1ncccn1)N/N=C/c1ccccc1[N+](=O)[O-]	-2	-3	-0.6	i	-3	8	0	-21	-3	-2
CC1CC(C)CN(C(=O)C(C)N(C)CC(=O)Nc2ccc(Cl)cc2)C1 (stereo not given)	-2	0	0.2	i	-3	0	-2	-3	11	-20
O=C(CCc1nc2ccccc2c(=O)[nH]1)OCc1cccc(C(F)(F)F)c1	-3	10	1.1	i	2	5	35	2	-1	3
Fc1ccccc1OCCSc1nnnn1-c1ccccc1	-4	16	1.2	i	-15	0	1	1	-4	-5
Cn1c(=O)oc2cc(NC(=O)CCl)ccc21	-1	-7	0.3	i	14	2	-1	-3	-10	0
COc1ccccc1Nc1cc(C)nc2c(C)cccc12	3	7	0.8	i	x	-1	0	-1	3	0
C(=NN=C1c2ccccc2-c2ccccc21)c1c[nH]c2ccccc12	10	8	4.7	i	2	8	7	-6	8	-41
O=C(CCC1N=C2c3ccccc3N=C(SCc3ccccc3Cl)N2C1=O)NCc1ccco1 (stereo not given)	12	23	1.0	i	-2	-2	-3	1	-9	-9
Cc1nc2sc(C(=O)OC(C)C)c(N)c2c(C)c1C	0	9	-0.9	i	-5	6	14	-2	-25	-1
CN(C)Cc1cccc(-c2ccccc2)c1O	1	-3	0.9	i	-1	-5	-1	-2	1	-2
